From PubChem
TLR9-MyD88 block: inhibitors of TLR9-MyD88 association in cells, primary screen, cell-based, CHO, BLA complementation, fluorescence | Toll-like receptor 9 (Homo sapiens) + Myeloid differentiation primary response protein … | CCF4 FRET ratio | inhibition, % at 4.98 µM | 340,000 compounds, 0.21% hits | AID 504734, 2011;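 active means inhibition above the mean over all tested compounds plus 3 SD, cut at about 21% in these data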;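 further: 0% = DMSO only wells and 100% = clavulanate BLA inhibitor control wells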
NCOA1 inh: SRC1 coactivator transcriptional activity inhibitors, primary screen, cell-based, luminescence | AID 588354, 2011 | Nuclear receptor coactivator 1 (Homo sapiens), Q15788 | 360,000 compounds, 0.12% hits | HEK293 GAL4-SRC1 luciferase reporter | inhibition, % at 3.6 µM;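 active means inhibition above the campaign mean plus 3 SD, with each screening campaign given its own cutoff, cut at about 60% in these data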;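 further: 0% = DMSO treated cells and 100% = gossypol at 36 µM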
NR2F2 inh: NR2F2 transcriptional activity inhibitors, primary screen, cell-based, luciferase reporter, HEK293T, luminescence | HEK293T NGFI-A luciferase reporter | 370,000 compounds, 0.7% hits | inhibition, % at 8.6 µM | AID 686940, 2013;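 active means inhibition above a per-plate cutoff, mean inhibition of test wells between control levels plus 3 SD, cut at about 38% in these data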;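 further: cells cotransfected with COUP-TFII expression vector driving the NGFI-A reporter; 0% = median of COUP-TF2 test wells and 100% = reporter-only cells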
NR5A2 inv ag: LRH-1 (NR5A2) inverse agonists, primary screen, cell-based, luminescence, HEK293T, StAR-luciferase reporter; LRH-1 transfected, 24 h; Nuclear receptor subfamily 5 group A member 2 (Homo sapiens), O00482; inhibition, % at 3.6 µM; 360,000 compounds, 0.13% hits;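 active means inhibition above the mean inhibition of all tested compounds plus 3 SD, cut at about 73% in these data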;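 further: 0% = DMSO wells and 100% = reporter-only cells lacking LRH-1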
Target sequence (O00482 whole entry, looked up): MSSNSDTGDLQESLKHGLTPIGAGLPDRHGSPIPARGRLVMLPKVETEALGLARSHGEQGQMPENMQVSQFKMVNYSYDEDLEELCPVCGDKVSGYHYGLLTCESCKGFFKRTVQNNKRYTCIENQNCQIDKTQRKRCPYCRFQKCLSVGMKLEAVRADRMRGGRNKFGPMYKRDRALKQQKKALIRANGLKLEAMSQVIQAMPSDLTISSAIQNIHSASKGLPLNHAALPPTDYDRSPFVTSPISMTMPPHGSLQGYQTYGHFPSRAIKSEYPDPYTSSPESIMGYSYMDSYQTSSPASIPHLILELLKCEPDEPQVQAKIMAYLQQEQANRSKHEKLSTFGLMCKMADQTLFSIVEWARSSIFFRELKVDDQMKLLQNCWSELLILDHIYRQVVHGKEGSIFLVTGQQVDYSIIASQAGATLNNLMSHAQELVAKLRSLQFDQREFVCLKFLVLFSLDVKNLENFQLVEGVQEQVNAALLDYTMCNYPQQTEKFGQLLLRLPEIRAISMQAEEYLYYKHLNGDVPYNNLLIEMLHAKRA
NOD2 RIPK2 PPI: NOD2-RIPK2 binding disruptors in cells, primary screen, fluorescence, CHO cells, BLA complementation; Receptor-interacting serine/threonine-protein kinase 2 (Homo sapiens), O43353; CCF4 ratio; inhibition, % at 4.98 µM; 360,000 compounds, 0.38% hits; AID 624267, 2012; in the data active means inhibition above about 21%;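 further: 0% = vehicle only and 100% = reference blocker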
Target sequence (O43353 whole entry, looked up): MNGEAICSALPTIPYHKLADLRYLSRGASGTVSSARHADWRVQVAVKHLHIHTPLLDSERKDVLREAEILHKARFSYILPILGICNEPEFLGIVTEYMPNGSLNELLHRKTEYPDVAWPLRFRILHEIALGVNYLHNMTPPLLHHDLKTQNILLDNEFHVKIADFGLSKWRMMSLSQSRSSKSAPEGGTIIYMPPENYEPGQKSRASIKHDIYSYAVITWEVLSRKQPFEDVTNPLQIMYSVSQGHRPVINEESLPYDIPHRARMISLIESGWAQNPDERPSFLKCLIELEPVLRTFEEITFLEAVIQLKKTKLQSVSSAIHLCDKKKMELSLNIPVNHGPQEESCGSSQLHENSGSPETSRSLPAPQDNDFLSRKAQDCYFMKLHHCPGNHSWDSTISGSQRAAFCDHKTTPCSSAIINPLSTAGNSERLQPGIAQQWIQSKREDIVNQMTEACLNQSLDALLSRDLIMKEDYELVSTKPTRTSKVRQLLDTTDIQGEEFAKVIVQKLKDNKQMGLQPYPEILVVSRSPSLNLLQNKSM
TROY NFkB inh: inhibitors of TROY-driven NF-kB signaling, primary screen, Q293 LMP1-TROYcd cells, NF-kB luciferase, uHTS. 360,000 compounds, 0.98% hits. AID 1347056, 2019. inhibition, % at 10 µM. Q293 LMP1-TROYcd NF-kB luciferase reporter, 4 h;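 active means compounds whose plate-normalised and pattern-corrected inhibition of the luciferase reporter signal at the single screening dose is 50% or more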
TWEAK Fn14 block: inhibitors of TWEAK-Fn14 signaling, primary screen, luciferase reporter cells, uHTS; TWEAK-stimulated Fn14 reporter cells, luciferase luminescence, 8 h; inhibition, % at 10 µM; 360,000 compounds, 2% hits; in the data active means inhibition above about 50%
TRAIL sens C8: viability loss with TRAIL in NB7+C8 cells, primary screen, TRAIL sensitizer project, cell-based, ATPlite luminescence. inhibition (viability loss, TRAIL sensitization), % at 10 µM. 360,000 compounds, 1% hits;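 active means compounds causing at least 50% loss of cell viability in the single-dose screen, relative to plate controls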
EBV LMP1 NFkB: EBV LMP1-driven NF-kappaB luciferase reporter inhibitors, primary screen, cell-based, luminescence, single point; LMP1-induced NF-kappaB luciferase reporter cells; inhibition, % at 12.5 µM; 350,000 compounds, 0.69% hits; in the data active means inhibition above about 41%;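 further: 0% = neutral control wells and 100% = reference inhibitor control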
NCOA2 inhibitor: inhibition of GAL4-SRC2 driven luciferase reporter, primary screen, SRC2 inhibitor project, cell-based, luminescence. Nuclear receptor coactivator 2 (Homo sapiens), Q15596. HEK293 GAL4-SRC2 luciferase reporter. inhibition, % at 9 µM. 370,000 compounds, 0.17% hits;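 active means inhibition above the mean inhibition of all tested compounds plus 3 SD, set per campaign, cut at about 52% in these data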;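 further: 0% = DMSO treated cells and 100% = cells given Gossypol at 36 µM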
NCOA3 inh: SRC3 coactivator transcriptional activity inhibitors, primary screen, cell-based, luminescence; Nuclear receptor coactivator 3 (Homo sapiens), Q9Y6Q9; inhibition, % at 3.6 µM; HEK293 GAL4-SRC3 luciferase reporter; AID 588352, 2011; 360,000 compounds, 0.17% hits;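 active means inhibition above a per-campaign cutoff, the mean of all compounds plus 3 SD, cut at about 60% in these data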;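 further: 0% = DMSO-treated cells and 100% = gossypol-treated cells at 36 µM; higher means less SRC3-driven luciferase light from the GAL4 reporter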
* = called active by the depositor. An excerpt, so the mix of outcomes need not match the whole.

CC(=O)c1ccc(C(=O)NC2CCCN(Cc3ccccc3F)C2)cc1 (configuration not stated) was read as TLR9-MyD88 block 1, NCOA1 inh -25, NR2F2 inh 7, NR5A2 inv ag -5, NOD2 RIPK2 PPI -4, TROY NFkB inh 0, TWEAK Fn14 block 12, TRAIL sens C8 20, EBV LMP1 NFkB -3, NCOA2 inhibitor -2 and NCOA3 inh 5.
CC(C)[C@H]1COCCS(=O)(=O)N1Cc1ccccc1F was read as TLR9-MyD88 block -3, NCOA1 inh -2, NR2F2 inh 0, NR5A2 inv ag 8, NOD2 RIPK2 PPI -2, TROY NFkB inh -6, TWEAK Fn14 block -7, TRAIL sens C8 -4, EBV LMP1 NFkB 6, NCOA2 inhibitor 15 and NCOA3 inh -3.
For CCOc1cccc(NC(=O)/C(C#N)=C\c2cccnc2)c1 the results were TLR9-MyD88 block 5, NCOA1 inh -7, NR2F2 inh -4, NR5A2 inv ag 13, NOD2 RIPK2 PPI -3, TROY NFkB inh -29, TWEAK Fn14 block 11, TRAIL sens C8 -5, EBV LMP1 NFkB 7, NCOA2 inhibitor -16 and NCOA3 inh 3.
Screening COc1ccc(C(=O)C2CCCN(Cc3cccn3-c3ccc(Cl)cn3)C2)c(OC)c1 (configuration not stated) returned TLR9-MyD88 block 3, NCOA1 inh 21, NR2F2 inh 17, NR5A2 inv ag 50, NOD2 RIPK2 PPI -10, TROY NFkB inh 2, TWEAK Fn14 block -7, TRAIL sens C8 29, EBV LMP1 NFkB 1, NCOA2 inhibitor 7 and NCOA3 inh 47.
For O=Cc1ccc(-c2ccccc2OC(F)(F)F)o1 the results were TLR9-MyD88 block 0, NCOA1 inh -4, NR2F2 inh -8, NR5A2 inv ag -10, NOD2 RIPK2 PPI 7, TROY NFkB inh -9, TWEAK Fn14 block -2, TRAIL sens C8 -5, EBV LMP1 NFkB 2, NCOA2 inhibitor -33 and NCOA3 inh 9.
`Cc1nc2ccc(S(=O)(=O)NC(C(=O)NCc3ccco3)C(C)C)cc2s1` (configuration not stated) gave TLR9-MyD88 block -3, NCOA1 inh 4, NR2F2 inh -1, NR5A2 inv ag -1, NOD2 RIPK2 PPI -14, TROY NFkB inh 11, TWEAK Fn14 block -7, TRAIL sens C8 -8, EBV LMP1 NFkB 9, NCOA2 inhibitor -23 and NCOA3 inh 15.
CC/C(=N\NC(=O)c1cc(C2CC2)[nH]n1)c1ccccc1 was read as TLR9-MyD88 block -8, NCOA1 inh -27, NR2F2 inh -24, NR5A2 inv ag -13, NOD2 RIPK2 PPI -7, TROY NFkB inh -15, TWEAK Fn14 block 4, TRAIL sens C8 8, EBV LMP1 NFkB -18, NCOA2 inhibitor -5 and NCOA3 inh -7.
CO/N=C(/CNC(=O)c1ccccc1Cl)c1ccc(Cl)cc1 was read as TLR9-MyD88 block -2, NCOA1 inh 10, NR2F2 inh 11, NR5A2 inv ag 19, NOD2 RIPK2 PPI -1, TROY NFkB inh -43, TWEAK Fn14 block -33, TRAIL sens C8 -16, EBV LMP1 NFkB -2, NCOA2 inhibitor -36 and NCOA3 inh 1.
`COc1cccc(/C=C/C2=CC(C)(C)NC(=S)N2)c1` gave TLR9-MyD88 block -11, NCOA1 inh -11, NR2F2 inh -27, NR5A2 inv ag -24, NOD2 RIPK2 PPI -4, TROY NFkB inh 2, TWEAK Fn14 block -76, TRAIL sens C8 -3, EBV LMP1 NFkB -10, NCOA2 inhibitor -47 and NCOA3 inh -2.
COc1ccc(CCCNC(=O)C2CCC(=O)N(CCc3cccc(F)c3)C2)cc1 (configuration not stated) was read as TLR9-MyD88 block -10, NCOA1 inh 11, NR2F2 inh 2, NR5A2 inv ag -29, NOD2 RIPK2 PPI -12, TROY NFkB inh -18, TWEAK Fn14 block -19, TRAIL sens C8 -20, EBV LMP1 NFkB -1, NCOA2 inhibitor 3 and NCOA3 inh -11.
`COc1ccc(S(=O)(=O)NCc2ccncc2)cc1NC(=O)c1ccccc1F` gave TLR9-MyD88 block -8, NCOA1 inh -1, NR2F2 inh 8, NR5A2 inv ag 16, NOD2 RIPK2 PPI 7, TROY NFkB inh 10, TWEAK Fn14 block 1, TRAIL sens C8 6, EBV LMP1 NFkB -1, NCOA2 inhibitor -9 and NCOA3 inh 7.
For Cc1cc2n(n1)SC(Nc1cc(Cl)ccc1Cl)N2 (configuration not stated) the results were TLR9-MyD88 block 11, NCOA1 inh -61, NR2F2 inh -6, NR5A2 inv ag -19, NOD2 RIPK2 PPI 2, TROY NFkB inh -16, TWEAK Fn14 block -12, TRAIL sens C8 7, EBV LMP1 NFkB 0, NCOA2 inhibitor -35 and NCOA3 inh -13.
`CCc1nnc(NC(=O)CSc2nnc3scc(-c4ccc(C)cc4)n23)s1` gave TLR9-MyD88 block 1, NCOA1 inh 6, NR2F2 inh -4, NR5A2 inv ag -1, NOD2 RIPK2 PPI -5, TROY NFkB inh 3, TWEAK Fn14 block -3, TRAIL sens C8 -2, EBV LMP1 NFkB 3, NCOA2 inhibitor -3 and NCOA3 inh -13.
For Cn1cnc([N+](=O)[O-])c1S(=O)(=O)c1ccc(Cl)cc1 the results were TLR9-MyD88 block 0, NCOA1 inh -3, NR2F2 inh -10, NR5A2 inv ag 29, NOD2 RIPK2 PPI 19, TROY NFkB inh 43, TWEAK Fn14 block 14, TRAIL sens C8 0, EBV LMP1 NFkB -2, NCOA2 inhibitor 13 and NCOA3 inh -10.
`CCc1ccc(OCC(=O)Nc2nnc(C3CCCC3)s2)cc1` gave TLR9-MyD88 block -3, NCOA1 inh -7, NR2F2 inh -6, NR5A2 inv ag -2, NOD2 RIPK2 PPI 3, TROY NFkB inh -27, TWEAK Fn14 block -18, TRAIL sens C8 1, EBV LMP1 NFkB -2, NCOA2 inhibitor -20 and NCOA3 inh -11.
Screening Cc1ccc(CC(=O)Nc2ccc(OC(F)F)c(Cl)c2)cc1C returned TLR9-MyD88 block 0, NCOA1 inh -58, NR2F2 inh 17, NR5A2 inv ag 12, NOD2 RIPK2 PPI -3, TROY NFkB inh 1, TWEAK Fn14 block -2, TRAIL sens C8 3, EBV LMP1 NFkB -2, NCOA2 inhibitor -3 and NCOA3 inh 2.
`Cc1ccc(C)c(C(O)c2ncc(-c3ccc(Cl)cc3)[nH]2)c1` (configuration not stated) gave NCOA1 inh 11, NR2F2 inh 14, NR5A2 inv ag 0, NOD2 RIPK2 PPI -3, TROY NFkB inh -8, TWEAK Fn14 block -2, TRAIL sens C8 -1, NCOA2 inhibitor -45 and NCOA3 inh 3.
CCc1nnc(SCC(=O)NCCC2=CCCCC2)nc1CC was read as TLR9-MyD88 block 1, NCOA1 inh -10, NR2F2 inh 2, NR5A2 inv ag 12, NOD2 RIPK2 PPI -4, TROY NFkB inh 20, TWEAK Fn14 block -17, TRAIL sens C8 -1, EBV LMP1 NFkB -8, NCOA2 inhibitor -11 and NCOA3 inh 2.
CCCc1cc(Nc2ccccc2OCC)n2ncnc2n1 was read as TLR9-MyD88 block 1, NCOA1 inh 10, NR2F2 inh -10, NR5A2 inv ag 32, NOD2 RIPK2 PPI -4, TROY NFkB inh 6, TWEAK Fn14 block 18, TRAIL sens C8 9, EBV LMP1 NFkB 14, NCOA2 inhibitor -2 and NCOA3 inh 17.
Screening O=C(NCc1ccc(F)cc1)c1cc(C2CCCCN2C(=O)c2ccccc2)on1 (configuration not stated) returned NCOA1 inh 0, NR2F2 inh 22, NR5A2 inv ag 3, NOD2 RIPK2 PPI -9, TROY NFkB inh -5, TWEAK Fn14 block -11, TRAIL sens C8 17, NCOA2 inhibitor 6 and NCOA3 inh -12.
Screening Cc1cccc(CSc2nnc(-c3ccco3)o2)c1 returned TLR9-MyD88 block 0, NCOA1 inh -30, NR2F2 inh -6, NR5A2 inv ag -31, NOD2 RIPK2 PPI -7, TROY NFkB inh -50, TWEAK Fn14 block -29, TRAIL sens C8 2, EBV LMP1 NFkB -20, NCOA2 inhibitor -16 and NCOA3 inh -28.
For COCCNC(=O)CN(C(=O)CCC(=O)Nc1ccccn1)c1cc(C)ccc1C the results were TLR9-MyD88 block -5, NCOA1 inh -5, NR2F2 inh -2, NR5A2 inv ag -8, NOD2 RIPK2 PPI 2, TROY NFkB inh 0, TWEAK Fn14 block 2, TRAIL sens C8 -17, EBV LMP1 NFkB -3, NCOA2 inhibitor 12 and NCOA3 inh -13.
`CN(C)S(=O)(=O)c1cccc(NC(=O)CCc2c[nH]c3ccccc23)c1` gave TLR9-MyD88 block -5, NCOA1 inh 1, NR2F2 inh 2, NR5A2 inv ag 18, NOD2 RIPK2 PPI -3, TROY NFkB inh 1, TWEAK Fn14 block -4, TRAIL sens C8 -18, EBV LMP1 NFkB -3, NCOA2 inhibitor 10 and NCOA3 inh 7.
Screening COC(=O)c1ccc(/C=C2/C(=O)Oc3ccccc32)cc1 returned TLR9-MyD88 block 7, NCOA1 inh -26, NR2F2 inh -16, NR5A2 inv ag 11, NOD2 RIPK2 PPI -17, TROY NFkB inh -4, TWEAK Fn14 block -2, TRAIL sens C8 -8, EBV LMP1 NFkB -7, NCOA2 inhibitor 17 and NCOA3 inh 4.
`CN1CCc2c(OCc3ccc(F)cc3)cccc2C1=O` gave TLR9-MyD88 block 1, NCOA1 inh 30, NR2F2 inh -9, NR5A2 inv ag -9, NOD2 RIPK2 PPI 0, TROY NFkB inh 7, TWEAK Fn14 block 2, TRAIL sens C8 16, EBV LMP1 NFkB 16, NCOA2 inhibitor -9 and NCOA3 inh 6.
CC1CC(C)(C)N2C(=O)C(=C(C#N)C#N)c3cccc1c32 (configuration not stated) was read as TLR9-MyD88 block 4, NCOA1 inh -23, NR2F2 inh 4, NR5A2 inv ag -20, NOD2 RIPK2 PPI -2, TROY NFkB inh 15, TWEAK Fn14 block 25, TRAIL sens C8 -6, EBV LMP1 NFkB 1, NCOA2 inhibitor 12 and NCOA3 inh -13.
For CC1CCCCC1NC(=O)c1ccc(S(=O)(=O)NCC2CCCO2)cc1 (configuration not stated) the results were TLR9-MyD88 block 4, NCOA1 inh -8, NR2F2 inh -11, NR5A2 inv ag 9, NOD2 RIPK2 PPI -10, TROY NFkB inh 10, TWEAK Fn14 block -14, TRAIL sens C8 -5, EBV LMP1 NFkB 15, NCOA2 inhibitor 23 and NCOA3 inh 11.
